Screens (PubChem BioAssay)
UPR XBP1 act: adaptive UPR (XBP1) activation. CHO-XBP1 luciferase reporter, IRE1-XBP1 UPR activation, luminescence; percent of tunicamycin response, DMSO as zero. activation, % at 20 µM. 330,000 compounds, 0.33% hits. AID 463104;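 active means versus positive control, 20 µM dose yields 30% or more activation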;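 further: 100% = tunicamycin at 10 µg/mL and 0% = DMSO only wells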
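Material: CHO cell line with stable XBP1 luciferase reporter; schedule: 16-18 h cell attachment at 37 °C, then 6 h compound exposure; signal: glow luminescence from Steady-Glo reagent; medium: serum-containing F12 medium, 10% FBS; benchmarks: tunicamycin 10 µg/mL and vehicle-only wells; read-out: percent activation relative to tunicamycin reference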
tim23-1 inh: tim23-1 yeast growth inhibition; S. cerevisiae tim23-1 growth, BacTiter-Glo luminescence, 24 h; inhibition, % at 20 µM; 330,000 compounds, 1.3% hits;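 active means growth inhibition of the mutant yeast at or above 50%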;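 further: temperature-sensitive mutant grown at 25 °C; plate controls were DMSO-treated mutant yeast for no effect and medium wells lacking yeast for full effect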
APJ antag: blocks the human apelin receptor APJ; CHO-K1 APJ beta-arrestin complementation, luminescence; inhibition, % at 20 µM; 330,000 compounds, 0.32% hits; AID 2521; P35414;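 active means inhibition above about 40% at 20 µM, limit read from the data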;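 further: cells challenged with 10 nM apelin-13 agonist together with compound; plate controls were apelin-13 plus DMSO wells for no effect and DMSO wells lacking apelin-13 for full effect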
Target sequence (P35414 whole entry, looked up): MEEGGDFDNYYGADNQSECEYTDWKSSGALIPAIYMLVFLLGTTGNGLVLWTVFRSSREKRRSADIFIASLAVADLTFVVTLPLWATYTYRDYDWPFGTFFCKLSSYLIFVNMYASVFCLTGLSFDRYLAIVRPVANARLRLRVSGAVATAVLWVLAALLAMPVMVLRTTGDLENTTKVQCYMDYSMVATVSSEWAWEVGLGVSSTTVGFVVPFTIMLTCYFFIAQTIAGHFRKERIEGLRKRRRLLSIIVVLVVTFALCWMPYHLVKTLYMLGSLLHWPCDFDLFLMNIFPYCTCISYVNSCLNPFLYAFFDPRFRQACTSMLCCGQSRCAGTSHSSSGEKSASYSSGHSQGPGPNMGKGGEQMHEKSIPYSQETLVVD
CXCR6 inh: blocks human CXCR6 beta-arrestin recruitment. O00574. CHO-K1 PathHunter CXCR6 beta-arrestin, luminescence. inhibition, % at 20 µM. 360,000 compounds, 0.36% hits; in the data active means inhibition above about 34%, passing the limit was not always enough;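 further: antagonist mode with CXCL16 agonist at 10 nM final; 0% = 10 nM CXCL16 with DMSO and 100% = unstimulated wells without agonist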
Target sequence (O00574 whole entry, looked up): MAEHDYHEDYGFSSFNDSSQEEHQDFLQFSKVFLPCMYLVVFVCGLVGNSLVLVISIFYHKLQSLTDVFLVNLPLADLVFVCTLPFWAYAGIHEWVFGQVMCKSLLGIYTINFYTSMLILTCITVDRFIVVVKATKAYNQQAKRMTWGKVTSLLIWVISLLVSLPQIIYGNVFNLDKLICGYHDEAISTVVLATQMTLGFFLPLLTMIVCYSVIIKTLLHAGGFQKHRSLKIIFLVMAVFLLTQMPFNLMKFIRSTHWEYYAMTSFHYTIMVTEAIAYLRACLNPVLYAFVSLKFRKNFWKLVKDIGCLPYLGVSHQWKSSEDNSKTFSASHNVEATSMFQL
APJ agonist: activates the human apelin receptor APJ | P35414 | CHO-K1 APJ PathHunter beta-arrestin, luminescence; 0% DMSO wells, 100% apelin | activation, % at 20 µM | 330,000 compounds, 0.11% hits | AID 2520;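 active means activation more than six SD over the plate average, tested at 20 µM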;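 further: 0% = DMSO alone and 100% = apelin-13 at 10 nM; some results filed as inactive read as strong as hits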
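Material: CHO-K1 APJ beta-arrestin complementation cell line; Input: cell density 1000 per well; Incubation: compound stimulation 90 min at 25 °C, detection 60 min; Signal: luminescence from split beta-galactosidase complementation, Galacton Star/Emerald II substrate; Controls: DMSO-only wells as negative, 10 nM Apelin-13 as positive control.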
CHOP UPR activ: apoptotic UPR (CHOP) activation; CHO-CHOP luciferase reporter, luminescence; percent of tunicamycin response over DMSO baseline; activation, % at 10 µM; 330,000 compounds, 0.34% hits;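 active means at 10 µM dose, activation of 40% or more, normalized to positive control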;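 further: 100% = tunicamycin at 10 µg/mL and 0% = DMSO alone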
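Evaluation: % reporter activation, DMSO baseline versus tunicamycin full activation; System: CHO-CHOP luciferase reporter cell line; Input: 500 cells/well; Incubation: 6 h compound treatment, 37 °C; Measured by: Steady-Glo luciferase luminescence; Dosing: one dose, 10 µM in 0.5% DMSO; Buffer or medium: F12 medium, 10% FBS; Benchmarks: positive tunicamycin 10 µg/mL, negative DMSO alone.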
Mdm2 MdmX PPI: disrupts the human Mdm2-MdmX interaction. SaOS-2 split-luciferase Mdm2/MdmX complementation, luminescence. inhibition, % at 8 µM. 330,000 compounds, 3% hits;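 active means inhibition of at least 50% at 8 µM in the primary screen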
CCR6 antag: CCR6 (human) receptor antagonism | P51684 | CHO-K1 CCR6 PathHunter beta-arrestin, luminescence, CCL20-stimulated | inhibition, % at 20 µM | 340,000 compounds, 0.49% hits | AID 493098;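 active means compounds whose inhibition of the agonist-driven luminescence signal at 20 µM reaches about 50%, limit read from the data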;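 further: cells stimulated with CCL20 at 14 nM final; plate controls were DMSO with CCL20 for no effect and DMSO without agonist for full effect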
EBI2 antag: antagonists of human EBI2 receptor; inhibition, % at 5 µM; AID 651636; P32249; EBI2 beta-arrestin recruitment, luminescence, 7a,25-OHC stimulated; 360,000 compounds, 0.81% hits; in the data active means inhibition above about 38%;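 further: enzyme fragment complementation signal reports receptor beta-arrestin coupling in cells; 0% = agonist plus DMSO wells and 100% = wells without agonist; some results beyond the cut were filed as inactive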
Target sequence (P32249 whole entry, looked up, the tested form may be a part): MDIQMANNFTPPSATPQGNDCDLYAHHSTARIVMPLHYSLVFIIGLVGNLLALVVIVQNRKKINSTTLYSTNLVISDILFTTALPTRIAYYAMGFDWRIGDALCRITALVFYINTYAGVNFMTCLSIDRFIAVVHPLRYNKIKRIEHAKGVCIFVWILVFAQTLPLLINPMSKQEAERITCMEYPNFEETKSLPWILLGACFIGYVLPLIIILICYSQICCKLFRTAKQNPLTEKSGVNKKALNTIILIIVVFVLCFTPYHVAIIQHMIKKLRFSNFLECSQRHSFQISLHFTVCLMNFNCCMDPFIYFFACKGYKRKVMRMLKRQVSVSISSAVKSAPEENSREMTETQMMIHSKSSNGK
Starred values were filed as active, the others as inactive. An excerpt, so the mix of outcomes need not match the whole.

For O=C(CCc1ccccc1)Nc1ccc(S(=O)(=O)N2CCCC2)cc1 the results were UPR XBP1 act 1, tim23-1 inh 19, APJ antag 6, CXCR6 inh -6, APJ agonist -3, CHOP UPR activ -1.2, Mdm2 MdmX PPI 7, CCR6 antag 8 and EBI2 antag 2.
For O=C(C1CC(=O)N(C2CCCC2)C1)N1CCN(c2ccccc2)CC1 (stereo not given) the results were UPR XBP1 act -5, tim23-1 inh 5, APJ antag -28, CXCR6 inh -4, APJ agonist 11, CHOP UPR activ 0.9, Mdm2 MdmX PPI -22, CCR6 antag 7 and EBI2 antag -1.
For CN(C(=O)CSc1nnc(Cc2cccs2)n1C1CC1)C1CCS(=O)(=O)C1 (stereo not given) the results were UPR XBP1 act 2, tim23-1 inh 7, APJ antag -19, CXCR6 inh 9, APJ agonist -4, CHOP UPR activ 0.2, Mdm2 MdmX PPI 8, CCR6 antag 3 and EBI2 antag -5.
For CCC(C)NC(=O)CSc1nc2ccsc2c(=O)n1-c1ccc(OC)cc1 (stereo not given) the results were UPR XBP1 act -4, tim23-1 inh 1, APJ antag 7, CXCR6 inh 10, APJ agonist -3, CHOP UPR activ -1.2, Mdm2 MdmX PPI 18, CCR6 antag 7 and EBI2 antag 1.
`Cc1ccc2nc(-c3ccncc3)cc(C(=O)Nc3ccc(OC(F)F)cc3)c2c1` gave UPR XBP1 act 24, tim23-1 inh -11, APJ antag 2, CXCR6 inh 6, APJ agonist 4, CHOP UPR activ 1.8, Mdm2 MdmX PPI 37, CCR6 antag 1 and EBI2 antag 0.
Cc1ccc(-c2nnc(-c3cc(C)on3)o2)cc1 was read as UPR XBP1 act -1, tim23-1 inh 13, APJ antag 14, CXCR6 inh 3, APJ agonist -5, CHOP UPR activ -0.6, Mdm2 MdmX PPI 5, CCR6 antag -1 and EBI2 antag 1.
For CCN(CCCNS(=O)(=O)c1ccc2c(c1)oc(=O)n2C)c1cccc(C)c1 the results were UPR XBP1 act -3, tim23-1 inh 27, APJ antag -4, CXCR6 inh -20, APJ agonist 0, CHOP UPR activ -2.6, Mdm2 MdmX PPI -2, CCR6 antag 2 and EBI2 antag 11.
For COc1cc(C(=O)NC2CC(C)(C)CC(C)(C)C2)ccc1OC1CCN(C(C)=O)CC1 the results were UPR XBP1 act -2, tim23-1 inh -8, APJ antag 12, CXCR6 inh -1, APJ agonist 1, CHOP UPR activ 0.0, Mdm2 MdmX PPI 9, CCR6 antag 11 and EBI2 antag -13.
For Cc1[nH]nc(-c2ccc(OCc3cnn(-c4ccccc4)c3)cc2O)c1Oc1ccccc1F the results were UPR XBP1 act -1, tim23-1 inh 6, APJ antag -11, CXCR6 inh 4, APJ agonist -1, CHOP UPR activ -2.0, Mdm2 MdmX PPI 19, CCR6 antag 2 and EBI2 antag 24.
Screening O=C(CCOc1ccccc1)NCc1ccccc1 returned UPR XBP1 act -3, tim23-1 inh 17, APJ antag -3, CXCR6 inh 7, APJ agonist 3, CHOP UPR activ -0.4, Mdm2 MdmX PPI 24, CCR6 antag 3 and EBI2 antag -10.
`NC(=O)COC(=O)CNC(=O)c1ccc(Cl)cc1` gave UPR XBP1 act 1, tim23-1 inh -2, APJ antag 1, CXCR6 inh -4, APJ agonist -5, CHOP UPR activ 0.1, Mdm2 MdmX PPI -5, CCR6 antag 2 and EBI2 antag -3.
`Cc1ccc(NC(=O)CCNS(=O)(=O)c2ccc3[nH]c(=O)oc3c2)c(Cl)c1` gave UPR XBP1 act -5, tim23-1 inh 10, APJ antag 16, CXCR6 inh 7, APJ agonist 2, CHOP UPR activ 2.0, Mdm2 MdmX PPI 18, CCR6 antag 7 and EBI2 antag 1.
Screening CN1CCCC(CC2c3ccccc3Sc3ccccc32)C1 (stereo not given) returned UPR XBP1 act -6, tim23-1 inh 8, APJ antag 26, CXCR6 inh 5, APJ agonist -7, CHOP UPR activ 1.2, Mdm2 MdmX PPI 59*, CCR6 antag 20 and EBI2 antag -8.
Screening Cc1ccc(NC(=O)CN2C(=O)C3CC=C(Cl)CC3C2=O)cc1 (stereo not given) returned UPR XBP1 act 4, tim23-1 inh 7, APJ antag 8, CXCR6 inh 1, APJ agonist 2, CHOP UPR activ 0.0, Mdm2 MdmX PPI -7, CCR6 antag 3 and EBI2 antag -12.
O=[N+]([O-])c1ccc(/C=N/Nc2ccnc3cc(Cl)ccc23)o1 was read as UPR XBP1 act 1, tim23-1 inh -2, APJ antag -26, CXCR6 inh 10, APJ agonist 2, CHOP UPR activ 5.4, Mdm2 MdmX PPI 18, CCR6 antag 23 and EBI2 antag 28.
`COc1ccc(C(=O)NCCN=C2NS(=O)(=O)c3ccccc32)cc1` gave UPR XBP1 act -2, tim23-1 inh -2, APJ antag 19, CXCR6 inh -3, APJ agonist 0, CHOP UPR activ 0.4, Mdm2 MdmX PPI 10, CCR6 antag 3 and EBI2 antag -7.
`COc1cccc(CC2CC(=O)N(CCc3ccc4c(c3)OCO4)C2=O)c1` (stereo not given) gave UPR XBP1 act -2, tim23-1 inh -4, APJ antag -10, CXCR6 inh -1, APJ agonist -5, CHOP UPR activ 0.3, Mdm2 MdmX PPI -11, CCR6 antag 35 and EBI2 antag -1.
Screening Cc1ccc(NC(=S)N2CCN(c3ccccn3)CC2)c(C)c1 returned UPR XBP1 act -2, tim23-1 inh 16, APJ antag -10, CXCR6 inh -2, APJ agonist 0, CHOP UPR activ 0.9, Mdm2 MdmX PPI -22, CCR6 antag 1 and EBI2 antag -9.
Screening O=S1(=O)C[C@H]2NC(=S)N(c3ccccc3)[C@H]2C1 returned UPR XBP1 act 0, tim23-1 inh 1, APJ antag 17, CXCR6 inh -7, APJ agonist -1, CHOP UPR activ -0.5, Mdm2 MdmX PPI -6, CCR6 antag 5 and EBI2 antag -2.
COCCNC(=O)c1onc(CSc2ccncc2)c1C(=O)NCCOC was read as UPR XBP1 act 1, tim23-1 inh -7, APJ antag 13, CXCR6 inh -2, APJ agonist -3, CHOP UPR activ -0.9, Mdm2 MdmX PPI 16, CCR6 antag 7 and EBI2 antag 3.
Screening COC(=O)c1c(NS(=O)(=O)c2ccc(C)cc2)sc2c1CCC(C)C2 (stereo not given) returned UPR XBP1 act -1, tim23-1 inh 24, APJ antag 13, CXCR6 inh 8, APJ agonist -4, CHOP UPR activ 1.0, Mdm2 MdmX PPI 7, CCR6 antag -2 and EBI2 antag -4.
C=CC[C@@H](CC(=O)N[C@@H](CO)Cc1ccccc1)C(=O)NC[C@@H](OC(=O)[C@@H](CC=C)Cc1ccc(F)cc1)c1ccccc1 was read as UPR XBP1 act 32*, tim23-1 inh 6, APJ antag 7, CXCR6 inh 2, APJ agonist -3, CHOP UPR activ 5.2, Mdm2 MdmX PPI 52*, CCR6 antag -5 and EBI2 antag 4.
Screening CCN(CC)C(=O)CSc1nc(C)cc(C)n1 returned UPR XBP1 act -3, tim23-1 inh -3, APJ antag 4, CXCR6 inh -6, APJ agonist -5, CHOP UPR activ 2.1, Mdm2 MdmX PPI 9, CCR6 antag -7 and EBI2 antag -2.
Screening N#Cc1ccc(-c2ccccc2)nc1Sc1ccc(F)cc1 returned UPR XBP1 act 20, tim23-1 inh 2, APJ antag 4, CXCR6 inh 5, APJ agonist 2, CHOP UPR activ -0.1, Mdm2 MdmX PPI 18, CCR6 antag 33 and EBI2 antag 19.
CN(C)c1ccc(C(=S)N2CCN(C(=S)Nc3ccc(Cl)cc3)CC2)cc1 was read as UPR XBP1 act -5, tim23-1 inh -10, APJ antag -16, CXCR6 inh 12, APJ agonist 2, CHOP UPR activ 0.0, Mdm2 MdmX PPI -13, CCR6 antag 16 and EBI2 antag 31.
Screening CC(=O)c1cc2c(cc1NC(=O)CN1CCC(Cc3ccccc3)CC1)OCO2 returned UPR XBP1 act 0, tim23-1 inh 4, APJ antag 7, CXCR6 inh 3, APJ agonist -3, CHOP UPR activ 1.2, Mdm2 MdmX PPI 9, CCR6 antag 27 and EBI2 antag 25.
`COC(=O)CCCCCCCCC(=O)Nc1nc2ccccc2s1` gave UPR XBP1 act 0, tim23-1 inh 27, APJ antag -6, CXCR6 inh 4, APJ agonist -6, CHOP UPR activ -0.9, Mdm2 MdmX PPI 9, CCR6 antag 13 and EBI2 antag -4.
Screening CCN(c1ccccc1)c1nc(=O)c2cccnc2s1 returned UPR XBP1 act 1, tim23-1 inh 8, APJ antag 10, CXCR6 inh 0, APJ agonist -2, CHOP UPR activ 0.8, Mdm2 MdmX PPI -2, CCR6 antag 15 and EBI2 antag -5.
For Cc1ccc2[nH]c3c(=O)n(CCN4CCOCC4)cnc3c2c1 the results were UPR XBP1 act -6, tim23-1 inh 16, APJ antag 11, CXCR6 inh -1, APJ agonist 2, CHOP UPR activ 1.0, Mdm2 MdmX PPI -7, CCR6 antag -23 and EBI2 antag -8.
For CN(C)CCNC(=O)CNC(=S)N(Cc1ccccc1)Cc1cccnc1 the results were UPR XBP1 act 0, tim23-1 inh -2, APJ antag 13, CXCR6 inh -5, APJ agonist -4, CHOP UPR activ 0.2, Mdm2 MdmX PPI 25, CCR6 antag -2 and EBI2 antag -6.
For Cc1cccc(NC(=O)Nc2cccc3ccccc23)c1 the results were UPR XBP1 act -1, tim23-1 inh 1, APJ antag 16, CXCR6 inh -4, APJ agonist 2, CHOP UPR activ 1.2, Mdm2 MdmX PPI -15, CCR6 antag 5 and EBI2 antag -1.
For COc1ccc(C(=O)/C=C/Nc2ccc(S(=O)(=O)Nc3nc(C)cc(C)n3)cc2)c(OC)c1 the results were UPR XBP1 act 1, tim23-1 inh 14, APJ antag -26, CXCR6 inh 9, APJ agonist 0, CHOP UPR activ 0.4, Mdm2 MdmX PPI 10, CCR6 antag 11 and EBI2 antag -12.
For CCC(=O)N/N=C(\C)CC(=O)Nc1ccc2ccccc2c1 the results were UPR XBP1 act 1, tim23-1 inh 10, APJ antag 4, CXCR6 inh 8, APJ agonist -1, CHOP UPR activ 0.0, Mdm2 MdmX PPI -18, CCR6 antag 12 and EBI2 antag -22.
For COc1ccc(OC)c(C2C(C(=O)N(C)C)=C(C)Nc3nc4ccccc4n32)c1 (stereo not given) the results were UPR XBP1 act -7, tim23-1 inh 20, APJ antag 15, CXCR6 inh 1, APJ agonist -2, CHOP UPR activ -0.5, Mdm2 MdmX PPI 19, CCR6 antag 3 and EBI2 antag -16.
`COc1cccc(-c2nc(OC(C)C)c3ccccc3n2)c1` gave UPR XBP1 act 1, tim23-1 inh 21, APJ antag 18, CXCR6 inh -8, APJ agonist -5, CHOP UPR activ 1.1, Mdm2 MdmX PPI -1, CCR6 antag 17 and EBI2 antag -11.
